CatL block = blocks human cathepsin L protease activity; AID 460; purified cathepsin L, fluorogenic substrate, fluorescence; 58,000 tested, 0.17% active; inhibition, %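 (tested at 10 µM)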; P07711; in the data active = inhibition above about 45%;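 note: 0% = enzyme with no compound and 100% = no enzyme blank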
C1s inh = human complement C1s inhibition | P09871 | purified C1s, fluorogenic AMC substrate, pooled mixtures | mean inhibition % of two 10-compound mixtures (stronger effect = higher value), % at 5 µM (by protocol) | 62,000 tested, 0.16% active | AID 538;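 active = inhibition above 20% in each of the two 10-compound mixture wells holding the compound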;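 note: 0% = enzyme wells lacking compound mixture and 100% = no-enzyme blank wells; some compounds called inactive have numbers as strong as hits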
PKA inh = blocks human protein kinase A activity | P17612 | PKA Kemptide phosphorylation, Kinase-Glo ATP luminescence | 65,000 tested, 0.1% active | inhibition, % at 6 µM;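 active = inhibition above the screen-wide mean inhibition plus 3 SD, cut at about 21% in these data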; note: many of its hits are not listed in these tables
CatB mix inh = inhibitors of human cathepsin B in compound mixtures; P07858; Purified cathepsin B, AMC dipeptide fluorescence; inhibition, %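 (ten-compound pools at 5 µM per compound and 50 µM total)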; 62,000 tested, 0.06% active; in the data active = inhibition above about 22%, passing the limit was not always enough;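 note: 0% = enzyme without compound and 100% = no enzyme blank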
ROCK2 inh = ROCK2 (human) kinase inhibition | O75116 | purified ROCK2, Kinase-Glo ATP depletion luminescence | inhibition, % at 6 µM | 60,000 tested, 0.35% active;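 active = inhibition above the screen-wide mean inhibition plus 3 SD, cut at about 18% in these data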;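 note: plate controls were DMSO wells for no effect and Y-27632 control wells after no-enzyme background subtraction for full effect; many of its hits are not listed in these tables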
Target sequence (O75116 whole entry, looked up): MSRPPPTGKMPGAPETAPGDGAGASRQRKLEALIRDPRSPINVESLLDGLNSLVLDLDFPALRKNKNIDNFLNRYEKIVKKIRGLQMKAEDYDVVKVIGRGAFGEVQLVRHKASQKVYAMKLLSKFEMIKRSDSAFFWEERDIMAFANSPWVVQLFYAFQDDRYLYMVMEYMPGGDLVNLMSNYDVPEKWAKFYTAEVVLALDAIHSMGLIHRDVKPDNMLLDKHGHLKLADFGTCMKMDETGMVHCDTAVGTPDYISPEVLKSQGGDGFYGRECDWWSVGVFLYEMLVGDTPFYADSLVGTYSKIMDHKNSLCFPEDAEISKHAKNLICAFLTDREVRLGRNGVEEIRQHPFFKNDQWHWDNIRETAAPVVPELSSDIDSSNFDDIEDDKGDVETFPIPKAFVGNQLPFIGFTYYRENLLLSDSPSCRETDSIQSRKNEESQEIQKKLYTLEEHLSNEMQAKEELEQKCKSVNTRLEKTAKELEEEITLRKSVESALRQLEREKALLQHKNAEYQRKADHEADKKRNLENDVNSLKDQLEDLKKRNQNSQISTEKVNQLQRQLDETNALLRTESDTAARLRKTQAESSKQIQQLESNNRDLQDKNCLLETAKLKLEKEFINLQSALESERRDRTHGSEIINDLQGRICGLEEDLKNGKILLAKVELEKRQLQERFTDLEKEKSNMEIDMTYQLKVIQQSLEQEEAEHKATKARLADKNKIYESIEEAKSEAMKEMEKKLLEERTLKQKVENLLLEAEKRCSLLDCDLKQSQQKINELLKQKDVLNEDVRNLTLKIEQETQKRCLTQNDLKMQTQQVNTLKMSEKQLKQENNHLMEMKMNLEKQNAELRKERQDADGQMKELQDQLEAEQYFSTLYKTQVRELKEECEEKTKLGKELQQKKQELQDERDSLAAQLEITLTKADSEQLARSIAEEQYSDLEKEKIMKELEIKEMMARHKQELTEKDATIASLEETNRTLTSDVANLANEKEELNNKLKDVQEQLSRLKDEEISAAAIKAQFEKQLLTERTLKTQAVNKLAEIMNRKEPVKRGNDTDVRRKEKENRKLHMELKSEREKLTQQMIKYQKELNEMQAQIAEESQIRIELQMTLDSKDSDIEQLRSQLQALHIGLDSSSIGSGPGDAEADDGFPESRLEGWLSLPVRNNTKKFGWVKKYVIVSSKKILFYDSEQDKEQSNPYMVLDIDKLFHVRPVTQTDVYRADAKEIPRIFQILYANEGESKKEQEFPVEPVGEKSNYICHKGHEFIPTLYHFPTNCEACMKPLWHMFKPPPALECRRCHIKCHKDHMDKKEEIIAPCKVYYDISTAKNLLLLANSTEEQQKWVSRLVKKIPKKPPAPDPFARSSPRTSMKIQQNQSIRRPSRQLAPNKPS
Her2 expr inh = Her2 kinase expression inhibition. P04626. SKBR-3 HER2 protein level, AlphaScreen, 18-24 h; stronger effect = lower value. HER2 level % of control, % at 10 µM. 65,000 tested, 0.69% active;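 active = HER2 level under 5% of the carrier-only control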;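 note: 100% = DMSO carrier and 0% = 500 nM PU-H71 HSP90 inhibitor; lower value means stronger loss of Her2 protein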
CatB inh = inhibitors of human cathepsin B. P07858. purified cathepsin B, fluorogenic substrate, fluorescence. inhibition, %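 (tested at 10 µM)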. 63,000 tested, 0.1% active; in the data active = inhibition above about 21%;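 note: 0% = enzyme with no compound and 100% = no enzyme blank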
CatG inh = inhibitors of human cathepsin G; P08311; purified enzyme, AMC-tetrapeptide fluorescence, pooled mixtures; inhibition, % at 5 µM (by protocol); 62,000 tested, 0.2% active;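 active = inhibition above 20% in each of the two mixture wells holding the compound; inactive = inhibition of 20% or less in either well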;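 note: 0% = enzyme control without mixture and 100% = blank lacking enzyme; strong numbers were not always called active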
CatS block = human cathepsin S inhibition | P25774 | 62,000 tested, 0.06% active | AID 501 | inhibition, %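 (tested at 5 µM per compound within 10-compound mixtures)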 | recombinant cathepsin S, AMC dipeptide fluorescence, pooled mixtures; in the data active = inhibition above about 32%, passing the limit was not always enough;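 note: 0% = enzyme without compound and 100% = blank without enzyme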
Starred values were filed as active, the others as inactive; . = not tested or not shown. An excerpt. The share of hits here may be higher or lower than overall.

nr	CatL block	CatS block	Her2 expr inh	PKA inh	CatB inh	ROCK2 inh	CatG inh	CatB mix inh	C1s inh	compound
1	9	-1	101	6	6	4	11	3	10	CC(=O)OCC(OC(C)=O)C(OC(C)=O)C(OC(C)=O)C(=O)Nc1ccc(C)cc1C (stereo not given)
2	3	6	77	6	-6	4	-1	7	-4	CC(=O)Nc1cccc2c1C(=O)NC2=O
3	.	7	83	5	7	3	11	2	11	CCn1c(CSc2nnc(-c3ccc4c(c3)OCO4)o2)nc2cc(S(=O)(=O)N(C)C)ccc21
4	0	6	130	-1	4	6	25	-4	30	CCCc1[nH]nc2c1C1(C(=O)N(CC)c3ccccc31)C(C#N)=C(N)O2 (stereo not given)
5	-3	1	99	2	8	.	10	6	0	CCc1ccc(C2C(C(C)=O)=C(C(=O)OC)Nc3nnnn32)cc1 (stereo not given)
6	7	-11	66	5	1	8	9	18	-27	CC(NC(=O)c1cc2c(=O)n(C)c3ccccc3c2n1C)c1ccc2c(c1)OCCO2 (stereo not given)
7	-1	-2	120	12	2	5	9	-6	8	COc1cc(C(=O)N2CCC(c3nc(-c4cccnc4)no3)CC2)cc(OC)c1OC
8	.	6	85	3	2	-4	1	0	5	Cc1cccc(N(C(=O)Nc2ccccc2)C2=NCC(C)S2)c1 (stereo not given)
9	-7	-5	113	-1	-1	-1	-4	2	-67	Cn1c(C(=O)N2CCN(c3cccc(C(F)(F)F)c3)CC2)cc2sccc21
10	3	8	74	8	-4	5	0	-6	0	O=P1(Nn2cnnc2)C=C(c2ccccc2)OC(c2ccccc2)=C1
11	-11	-6	90	-1	-1	-2	11	18	-4	O=S(=O)(Nc1nc2ccccc2nc1NCc1ccco1)c1cccs1
12	9	3	88	5	2	3	-9	-3	-10	Cc1ccc(S(=O)(=O)N2CCN(C(=O)CCC(=O)OCC(=O)Nc3cccc(C#N)c3)CC2)cc1
13	-18	8	78	9	-3	6	-1	2	0	Cc1c(Cc2ccccc2)c(=O)oc2c(C)c(OCc3nn[nH]n3)ccc12
14	-3	-6	114	-2	-4	-3	-4	-5	-21	COC(=O)c1ccc(C(=O)OC)nc1
15	-7	-3	84	4	4	4	11	6	19	Cc1cc(Cl)c(S(=O)(=O)N2CC(C)OC(C)C2)cc1OCC(N)=O (stereo not given)
16	.	6	47	8	2	4	5	3	13	O=C(c1ccc(CS(=O)(=O)c2c(Cl)cccc2Cl)o1)N1CCN(c2ccccn2)CC1
17	-3	-6	98	8	-1	7	10	0	-4	Cn1c(/N=C/c2cccs2)nc2ccccc21
18	-155	4	97	2	-1	2	5	-5	-5	CC(=O)N1CCc2cc3nc(C)cc(C)c3cc21
19	-1	-6	1.2*	4	-1	4	10	-9	-2	COc1ccc(OC)c(S(=O)(=O)Nc2ccc(O)c3ccccc23)c1
20	24	4	76	0	4	4	11	6	5	Cn1c(=O)n(C/C=C/c2ccccc2)c(=O)c2c1nc1n2CCCN1Cc1ccccc1
21	-13	-26	95	1	2	5	-31	-3	-71	CC1OC(Nc2cccc3ccccc23)C(O)C(O)C1O (stereo not given)
22	-3	-6	138	-8	-2	-4	1	1	-23	CN(C)CCOC(=O)Cc1ccc(Cl)cc1
23	0	-6	80	-4	-2	1	1	-3	3	CCc1ccc2oc(=O)cc(CN(C)Cc3ccccc3)c2c1
24	3	0	120	5	3	3	-10	21	4	CCC(CO)N=CC1=C(O)CC(C)(C)CC1=O (stereo not given)
25	-5	11	103	.	-5	.	0	-1	-5	O=C(O)c1ccccc1C(=O)NCc1ccccc1

Quoted from above, entries 6 to 24
nr	CatL block	CatS block	Her2 expr inh	PKA inh	CatB inh	ROCK2 inh	CatG inh	CatB mix inh	C1s inh	compound
6	7	-11	66	5	1	8	9	18	-27	CC(NC(=O)c1cc2c(=O)n(C)c3ccccc3c2n1C)c1ccc2c(c1)OCCO2 (stereo not given)
7	-1	-2	120	12	2	5	9	-6	8	COc1cc(C(=O)N2CCC(c3nc(-c4cccnc4)no3)CC2)cc(OC)c1OC
8	.	6	85	3	2	-4	1	0	5	Cc1cccc(N(C(=O)Nc2ccccc2)C2=NCC(C)S2)c1 (stereo not given)
9	-7	-5	113	-1	-1	-1	-4	2	-67	Cn1c(C(=O)N2CCN(c3cccc(C(F)(F)F)c3)CC2)cc2sccc21
10	3	8	74	8	-4	5	0	-6	0	O=P1(Nn2cnnc2)C=C(c2ccccc2)OC(c2ccccc2)=C1
11	-11	-6	90	-1	-1	-2	11	18	-4	O=S(=O)(Nc1nc2ccccc2nc1NCc1ccco1)c1cccs1
12	9	3	88	5	2	3	-9	-3	-10	Cc1ccc(S(=O)(=O)N2CCN(C(=O)CCC(=O)OCC(=O)Nc3cccc(C#N)c3)CC2)cc1
13	-18	8	78	9	-3	6	-1	2	0	Cc1c(Cc2ccccc2)c(=O)oc2c(C)c(OCc3nn[nH]n3)ccc12
14	-3	-6	114	-2	-4	-3	-4	-5	-21	COC(=O)c1ccc(C(=O)OC)nc1
15	-7	-3	84	4	4	4	11	6	19	Cc1cc(Cl)c(S(=O)(=O)N2CC(C)OC(C)C2)cc1OCC(N)=O (stereo not given)
16	.	6	47	8	2	4	5	3	13	O=C(c1ccc(CS(=O)(=O)c2c(Cl)cccc2Cl)o1)N1CCN(c2ccccn2)CC1
17	-3	-6	98	8	-1	7	10	0	-4	Cn1c(/N=C/c2cccs2)nc2ccccc21
18	-155	4	97	2	-1	2	5	-5	-5	CC(=O)N1CCc2cc3nc(C)cc(C)c3cc21
19	-1	-6	1.2*	4	-1	4	10	-9	-2	COc1ccc(OC)c(S(=O)(=O)Nc2ccc(O)c3ccccc23)c1
20	24	4	76	0	4	4	11	6	5	Cn1c(=O)n(C/C=C/c2ccccc2)c(=O)c2c1nc1n2CCCN1Cc1ccccc1
21	-13	-26	95	1	2	5	-31	-3	-71	CC1OC(Nc2cccc3ccccc23)C(O)C(O)C1O (stereo not given)
22	-3	-6	138	-8	-2	-4	1	1	-23	CN(C)CCOC(=O)Cc1ccc(Cl)cc1
23	0	-6	80	-4	-2	1	1	-3	3	CCc1ccc2oc(=O)cc(CN(C)Cc3ccccc3)c2c1
24	3	0	120	5	3	3	-10	21	4	CCC(CO)N=CC1=C(O)CC(C)(C)CC1=O (stereo not given)

Profiles from above. Screens in order: CatL block | CatS block | Her2 expr inh | PKA inh | CatB inh | ROCK2 inh | CatG inh | CatB mix inh | C1s inh
`CN(C)CCOC(=O)Cc1ccc(Cl)cc1` is listed with -3 | -6 | 138 | -8 | -2 | -4 | 1 | 1 | -23
`CC1OC(Nc2cccc3ccccc23)C(O)C(O)C1O` (stereo not given) is listed with -13 | -26 | 95 | 1 | 2 | 5 | -31 | -3 | -71
`CC(=O)N1CCc2cc3nc(C)cc(C)c3cc21` is listed with -155 | 4 | 97 | 2 | -1 | 2 | 5 | -5 | -5

The list goes on.
nr	CatL block	CatS block	Her2 expr inh	PKA inh	CatB inh	ROCK2 inh	CatG inh	CatB mix inh	C1s inh	compound
26	9	-1	84	4	0	3	7	7	-4	COc1cccc(C(c2nnnn2Cc2ccccc2)N2CCN(C3CCCC3)CC2)c1OC (stereo not given)
27	.	-1	88	8	3	1	8	3	-12	Cc1ccc(N2CC(c3nc4ccccc4n3C)CC2=O)cc1C (stereo not given)
28	2	7	87	6	4	.	7	-1	9	O=C(c1cccc(N2CCCC2=O)c1)N1CCN(c2ccccc2)CC1
29	16	9	74	2	2	2	9	0	7	COc1ccc(NC(=O)c2sc(SC)nc2N)cc1
30	6	-14	101	9	5	6	8	0	7	Cc1cc(NC(=O)CSc2nnc(COc3cccc(C)c3C)n2Cc2ccco2)no1
31	3	0	83	-10	-4	-7	0	-4	-4	CCOC(=O)N1CCN(C(=O)c2ccc3nc(C)sc3c2)CC1
32	20	13	104	-7	4	-1	2	2	-23	CC(=O)Cc1nsc(NC(=O)c2cc(-c3ccccc3Cl)oc2C)n1
33	.	-1	97	8	.	5	-1	-3	-11	O=C(C1CC1c1ccccc1)N1CCOCC1 (stereo not given)
34	4	9	96	0	6	-10	-10	5	-10	O=S(=O)(c1ccc(OCC(O)CN2CCN(c3ccc(F)cc3)CC2)cc1)N1CCOCC1 (stereo not given)
35	-5	-2	93	8	3	4	9	2	12	CCOC(=O)c1cnc(-n2nc(C)cc2C)nc1Nc1cccc(C(=O)O)c1
36	-2	0	115	7	-1	2	-2	1	-10	O=C1CC(c2ccccc2)CC(O)=C1C=NCCN1CCNCC1 (stereo not given)
37	.	-2	88	2	1	.	-8	-1	-91	O=C(CN1C(=O)c2cccc3cccc1c23)N1CCN(c2ccc(F)cc2)CC1
38	0	7	67	-2	-2	3	0	7	4	COC(=O)C(CC(=O)c1ccc(Br)cc1)n1ccnc1 (stereo not given)
39	6	1	89	11	2	10	7	1	0	CCOc1ccc(OCc2ccc(C(=O)N3CCCC3)o2)cc1
40	0	-27	63	-2	6	1	0	-2	-23	O=c1oc2ccccc2c(O)c1/C=N/c1ccccn1
41	7	0	77	-6	-1	-4	2	-5	1	CC(=O)c1cnc(N2CCCCC2)nc1C
42	16	10	81	4	1	4	6	-2	-16	Cc1cc(NCCCN2CCOCC2)n2ncc(-c3ccc(Cl)cc3)c2n1
43	4	1	-20*	-4	5	0	9	5	8	Cc1cc(NC(=O)CNC(=O)C2CCCCC2)no1
44	.	0	93	8	0	9	12	-1	2	CN(C(=O)c1ccccc1Cl)C1CCCCC1
45	1	4	87	0	1	1	10	7	10	CCOC(=O)N1CCN(c2cc(NCCC(=O)O)c3c4c(onc24)-c2ccccc2C3=O)CC1
46	-3	8	83	0	6	-3	-2	22	-13	Cc1ccc(C(C)C)c(Oc2nnnn2-c2ccccc2)c1
47	-2	-1	120	-1	3	-3	0	-4	-3	COc1ccc(NC(=O)CCS(=O)(=O)c2ccc3c(c2)CCCN3C(C)=O)cc1
48	1	10	95	1	-2	5	35	-2	4	COC(=O)c1sc(NC(=O)Cc2cccs2)nc1C
49	-2	15	107	-1	2	-1	18	-1	-1	COc1cc(Cl)c(S(=O)(=O)N2CCOCC2)cc1Cl
50	5	16	100	4	-3	12	-1	3	-31	Cc1cc(C(F)(F)F)c2c(=O)[nH]c(=O)n(Cc3ccccc3)c2n1
51	18	5	150	5	5	4	9	5	11	CC(=O)N(Cc1ccccc1)c1ncc2c(n1)c(=O)c(C#N)c1ccccn12
52	-6	-2	108	-8	-3	0	11	3	14	Cc1ccccc1C(=O)OCn1nnc2ccccc2c1=O
53	-1	-19	73	4	-3	4	-18	-2	-141	N#C/C(Cn1c[n+](NC(=O)Nc2ccccc2)cn1)=N/O
54	28	-1	101	12	6	6	12	3	21	CCc1ccccc1NC(=O)C1CCCN(S(=O)(=O)c2c(C)noc2C)C1 (stereo not given)
55	-1	-5	56	12	3	5	10	13	9	COC(=O)CN1C(=O)C(O)(CC(=O)c2ccc(C)o2)c2ccccc21 (stereo not given)
56	15	2	63	4	-5	3	2	7	-26	O=C(c1cc(-c2ccc3c(c2)OCO3)on1)N1CCN(c2ccc(F)cc2)CC1
57	8	-2	116	0	2	-4	10	2	10	Cc1ccc(S(=O)(=O)CC2CSc3nc(N)cc(=O)n32)cc1 (stereo not given)
58	-2	1	54	3	4	4	12	5	11	Cc1nc2ccccc2c(=O)n1NCc1cc(Br)cs1
59	.	9	69	1	5	4	14	0	0	Cc1ccc2nc(-c3ccccc3Cl)cc(C(=O)Nc3cc(C)on3)c2c1
60	25	10	67	4	0	2	11	5	15	O=C(Nc1cccc(-c2nnc(-c3ccccc3)o2)c1)c1ccc(Br)o1
61	9	4	55	9	3	3	10	1	14	CCCN(CCC)S(=O)(=O)c1ccc(C(=O)Nc2nnc(-c3cc(OC)cc(OC)c3)o2)cc1
62	-2	.	78	5	0	6	.	.	.	CCn1c(SCC(=O)N2CCOCC2)nc2sc3c(c2c1=O)CCCC3
63	0	15	91	1	5	-2	0	0	1	CC(=O)N1CC=C2C(C#N)=C(N)C(C#N)(C#N)C(C)C2C1 (stereo not given)
64	0	2	165	8	2	.	-4	4	0	COCCn1c(=O)[nH]c2cc(C(=O)N3CCN(Cc4ccc5c(c4)OCO5)CC3)ccc2c1=O
65	.	-8	116	8	4	.	8	1	11	CN(C(=O)C1CCOC1)c1nnc(-c2ccccn2)s1 (stereo not given)

Source: PubChem BioAssay (several laboratories)
